BioA inh: blocks M. tuberculosis BioA enzyme activity; purified M. tuberculosis BioA enzyme, plate reader; inhibition, % at 9.99 µM; hit rate 0.096% among 360,000; AID 602481; in the data active = inhibition above about 40%; inconclusive = no clear call, values can overlap the other calls
UGM FP inh: inhibitors of M. tuberculosis UDP-galactopyranose mutase; purified UGM, fluorescence polarization probe displacement; P9WIQ1; hit rate 0.06% among 320,000; inhibition, % at 10 µM; in the data active = inhibition above about 10%, passing the limit was not always enough; inconclusive = no clear call, values can overlap the other calls
Target sequence (P9WIQ1 whole entry, looked up): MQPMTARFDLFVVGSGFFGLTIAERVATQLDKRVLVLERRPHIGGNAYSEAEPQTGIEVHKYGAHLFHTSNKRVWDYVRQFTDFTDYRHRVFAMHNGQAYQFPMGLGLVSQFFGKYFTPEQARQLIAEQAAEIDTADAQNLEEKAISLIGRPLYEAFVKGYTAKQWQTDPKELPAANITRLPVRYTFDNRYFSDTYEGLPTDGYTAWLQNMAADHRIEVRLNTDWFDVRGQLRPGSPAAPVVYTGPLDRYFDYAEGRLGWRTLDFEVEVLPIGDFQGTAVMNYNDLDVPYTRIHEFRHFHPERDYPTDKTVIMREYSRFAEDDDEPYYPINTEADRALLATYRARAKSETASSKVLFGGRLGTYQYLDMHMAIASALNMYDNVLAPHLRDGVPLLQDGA
FBA Mtb inh: inhibitors of M. tuberculosis fructose-bisphosphate aldolase. purified M. tuberculosis FBA, fluorescence read-out. inhibition, % at 1 µM. hit rate 2.3% among 360,000; in the data active = inhibition above about 27%;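 note: 0% = vehicle and 100% = reference inhibitor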
Target sequence (P9WQA3 whole entry, looked up): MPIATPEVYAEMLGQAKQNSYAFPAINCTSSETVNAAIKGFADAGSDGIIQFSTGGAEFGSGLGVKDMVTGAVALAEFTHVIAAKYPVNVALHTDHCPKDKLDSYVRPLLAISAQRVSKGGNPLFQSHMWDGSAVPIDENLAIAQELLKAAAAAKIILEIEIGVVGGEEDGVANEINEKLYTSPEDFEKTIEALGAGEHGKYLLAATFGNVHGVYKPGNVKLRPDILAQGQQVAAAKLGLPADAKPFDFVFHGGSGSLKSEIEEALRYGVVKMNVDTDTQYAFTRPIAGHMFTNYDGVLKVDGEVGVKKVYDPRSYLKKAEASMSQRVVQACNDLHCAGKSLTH
GDH-TPI inh: counter-screen for M. tuberculosis FBA inhibitors: GDH-TPI coupled enzymes | inhibition, % at 4.8 µM | hit rate 1.2% among 360,000 | AID 588335 | GDH-TPI coupled enzyme counterscreen, NADH absorbance; in the data active = inhibition above about 30%;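 note: 0% = DMSO wells and 100% = wells lacking the enzyme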
FadD28 binding: inhibitors of Mycobacterium tuberculosis FadD28 bisubstrate binding. hit rate 0.22% among 360,000. inhibition, % at 12.5 µM. FadD28 bisubstrate probe binding, fluorescence polarization. AID 588549; in the data active = inhibition above about 8.5%, passing the limit was not always enough; inconclusive = no clear call, values can overlap the other calls
BoNT-A LC inh2: inhibitors of Botulinum neurotoxin A light chain protease; hit rate 0.17% among 360,000; AID 588499; inhibition, % at 10 µM; multiplex microsphere protease substrate cleavage, flow cytometry; note: plate controls were buffer without enzyme for full effect and enzyme alone for no effect
Anthrax LF prot: anthrax lethal factor protease inhibition | multiplex microsphere protease cleavage assay, LF | P15917 | hit rate 0.12% among 360,000 | inhibition, % at 10 µM | AID 588501; note: plate controls were buffer without enzyme for full effect and enzyme alone for no effect
BoNT F protease: BoNT F light chain protease inhibition; inhibition, % at 10 µM; Multiplex microsphere protease cleavage assay, flow cytometry; hit rate 0.22% among 360,000; AID 588497; in the data active = inhibition above about 35%, passing the limit was not always enough; inconclusive = no clear call, values can overlap the other calls; note: plate controls were buffer without enzyme for full effect and enzyme alone for no effect
PfHsp40 yeast: rescue of PfHsp40-mediated yeast toxicity. S. cerevisiae expressing PfHsp40, growth rescue, ATP luminescence. growth rescue, % at 12.5 µM. hit rate 0.68% among 340,000. AID 504582; in the data active = growth rescue above about 28%, passing the limit was not always enough; inconclusive = no clear call, values can overlap the other calls;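 note: yeast W303a lacking pdr1 and pdr3 grown in galactose medium; growth measured after three days at 30 °C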
The depositor's hits bear a star; ? = inconclusive; . = no result given. Cut-off read from the data, not from the text of the source, unless noted: active = inhibition above about 30%; inconclusive = no clear call, values can overlap the other calls; inactive = below that.

SMILES	BioA inh	UGM FP inh	FBA Mtb inh	GDH-TPI inh	FadD28 binding	BoNT-A LC inh2	Anthrax LF prot	BoNT F protease	PfHsp40 yeast
Cc1cc2c(=O)n(NC(N)=O)c(C)nc2s1	-0.7	0.0	150*	-2	-3.7	0.5	0	4	-1.3
Cc1nn(CC(=O)NC2C(=O)N3C(C(=O)O)=C(CSc4nnnn4C)CSC23)cc1Br (stereo unspecified)	.	3.5	3	-3	-0.7	-1.0	-6	-4	-0.3
Brc1ccc(N=NNc2ccccc2)cc1	-0.9	-0.8	-2	-1	-0.4	2.2	-1	30	0.5
Cc1cccc(N2CCN(CC(O)COc3ccccc3)CC2)c1 (stereo unspecified)	0.0	.	0	1	-2.5	-0.3	-2	-8	-0.1
O=C(c1ccccc1)N1CCN(C(=O)N2CCCCC2)CC1	-1.4	0.4	-1	-8	-3.1	0.2	-1	2	-0.8
N#CC[C@H](Cc1ccccc1)N1CC[C@@H](NC(=O)OCc2ccccc2)CCC1=O	-0.6	-0.9	-2	0	-1.4	-0.1	-5	-20	-1.3
COc1cc(C)c(S(=O)(=O)n2c([N+](=O)[O-])cnc2C)cc1C	-1.3	0.1	-1	15	-3.5	-21	-10	-73	-1.8
CCN(CCNC(=O)C1CCN(c2nnc(-n3cccc3)s2)CC1)c1ccccc1	0.3	-0.1	2	1	1.6	-0.3	0	-3	0.3
O=C(CSc1ccc2nnc(CCNC(=O)c3ccccc3)n2n1)NCc1ccco1	-3.1	2.2	2	0	-1.6	0.7	-3	2	-0.8
Cc1cccc(OCC(=O)NCc2ccncc2)c1C	0.3	0.7	1	3	-0.8	-0.4	4	-4	0.2
COc1ccc(C(C)=O)cc1CN1C(=O)NC2(CCCC2)C1=O	2.6	1.6	-1	-5	-2.5	0.2	-2	-1	-0.3
COc1ccc(Cn2c(CCC(=O)NCc3ccco3)nc3cccnc32)cc1	0.5	0.9	4	5	1.1	2.1	-1	-2	-0.5
CCCCCCc1cc2cc(/C(N)=N/NC(=O)c3ccncc3)c(=O)oc2cc1O	-4.7	1.9	11	5	-1.7	-0.5	-13	-10	-0.7
CC1(C)CC(=O)C(C(C2=C(O)CC(C)(C)CC2=O)c2cccc(O)c2)C(=O)C1 (stereo unspecified)	14	-0.7	-2	-10	-4.5	?	-2	-4	0.2
O=C(COC(=O)c1ccc(Cl)cc1O)NCCN1C(=O)CSC1=O	.	0.9	7	23	-1.8	-0.5	-10	7	-1.3
CCN(CC)c1ccc(/C=N/NC(=O)OC(C)(C)C)cc1	0.2	0.4	16	29	-1.4	?	-2	?	-1.0
Cc1onc(-c2c(F)cccc2Cl)c1C(=O)O/N=C(\N)c1ccc([N+](=O)[O-])o1	1.6	0.4	1	9	-1.8	.	.	.	-2.2
CC(=O)NCCOc1c(C)cc(S(N)(=O)=O)cc1C	-0.3	0.8	-2	2	-0.4	0.6	-3	-2	-1.3
COCCNc1nc(C)cc(-c2cc(-c3ccc(Cl)cc3)on2)n1	-2.5	-0.2	5	-2	-3.5	-0.2	0	-13	1.3
CCOC(=O)Cc1csc(N/N=C\c2ccccc2OC)n1	0.6	0.2	2	22	-1.9	.	.	.	6.2
CC(=O)NNC(=O)CSc1nnc(-c2ccccc2)c(-c2ccccc2)n1	2.4	0.4	3	7	1.2	-5.1	10	?	1.1
N#CCc1ccc(NC(=O)c2ccccc2C(=O)Nc2ccc(CC#N)cc2)cc1	-2.1	-2.0	1	3	-3.0	0.1	1	17	-0.1
CCCOc1ccc(F)cc1-c1cc(C(=O)Nc2cc(OC)ccc2OC)[nH]n1	-2.0	.	7	19	-1.6	-0.1	-2	-5	.
Cc1ccc(S(=O)(=O)NCCC(=O)N2CCOCC2)cc1C	.	0.5	-1	2	-3.0	0.2	0	-6	-1.1
C=CCn1c(SCC(=O)N2CCOCC2)nc(O)cc1=O	0.3	2.1	-5	-3	-2.9	1.1	5	?	0.2
COc1cc(CCCN2C(=S)NC[C@H]2Cc2ccc(O)cc2)cc(OC)c1OC	-0.3	2.8	-1	4	-4.8	-0.4	3	8	0.0
O=C(c1cccc(NS(=O)(=O)c2cccc(C(F)(F)F)c2)c1)N1CCOCC1	-0.9	-0.2	-1	4	-0.7	0.5	0	-6	-0.5
COc1ccc(NC(=O)CC(Cc2ccccc2)C(=O)O)cc1 (stereo unspecified)	.	0.2	1	1	-2.5	0.3	-3	0	0.0
Cc1nc(C)c(C(=O)Nc2cccc(C)c2C)o1	-1.0	.	-1	3	-1.4	-1.5	-7	-4	-0.3
C1CN(c2nc3nonc3nc2N2CCSCC2)CCO1	0.4	-0.9	-2	11	0.0	0.1	-10	-4	-0.7
O=C1CC(NC23CC4CC(CC(C4)C2)C3)C(=O)N1c1ccc2c(c1)OCO2 (stereo unspecified)	14	0.6	3	0	0.4	?	-2	-11	1.1
N/C(=N\OC(=O)CCCN1C(=O)c2ccccc2C1=O)c1ccc(Br)cc1	-0.8	-0.9	3	11	-0.2	-0.4	-2	1	1.1
Cc1ccc(CN2C(=O)CCC2C(=O)NCCCN2CCCCC2C)cc1 (stereo unspecified)	-2.7	-0.7	4	-1	-1.8	0.7	-4	-10	-0.5
COc1ccc(-c2csc3ncnc(N4CCN(S(=O)(=O)c5ccc(Cl)s5)CC4)c23)cc1	.	-0.5	2	3	-3.7	-5.5	-2	-6	1.6
O=C(N[C@@H](c1ccccc1)[C@@H]1C[C@H]1C(=O)O)OCc1ccccc1	-3.1	3.7	1	6	-4.1	-0.3	-6	4	-0.1
CCc1c(C)c(C#N)c2nc3ccccc3n2c1NC	.	3.7	3	4	-1.8	1.1	0	-8	-1.4
Cc1cccc(-n2nnnc2SCC(=O)NCC2CCCO2)c1 (stereo unspecified)	-0.9	-1.6	3	8	-0.2	-0.1	-5	-1	1.1
CSc1cccc(CNC(=O)C2CCC(=O)N(Cc3cccc(C(F)(F)F)c3)C2)c1 (stereo unspecified)	9.2	-0.3	1	-7	-4.8	-2.1	-2	-1	-0.3
CCSc1nnc(C(N)Cc2ccccc2)o1 (stereo unspecified)	1.8	-1.4	0	3	0.1	-0.4	5	-2	-1.1
COc1ccc(N2CC(C(=O)N[C@@H](C)C(=O)NC3CCCC3)CC2=O)cc1 (stereo partly specified)	0.3	5.1	6	11	-1.1	0.4	1	-8	0.8
O=C(CCC1CCCN(C(=O)c2cccc(F)c2)C1)N1CCN(c2ccccn2)CC1 (stereo unspecified)	-1.8	-2.8	8	-1	1.2	-1.0	-1	-7	0.0
COc1ccc(N(CC(=O)NC2CCCC2)C(=O)c2ccc(C)s2)c(OC)c1	1.0	0.2	1	6	-0.5	-0.8	12	-20	-0.1
COc1ccccc1CNC(=O)CSc1nc2c(oc3ccccc32)c(=O)n1CC1CCCO1 (stereo unspecified)	-0.8	4.6	-1	2	-1.3	.	.	.	-0.1
O=C(CCC(=O)N1CCSc2ccccc21)NCc1ccc(Cl)cc1	-0.3	-5.7	1	0	-4.3	0.0	-3	0	-0.9
O=C(NCC1CCCO1)c1ccc(Cl)c(NS(=O)(=O)c2ccc(F)cc2)c1 (stereo unspecified)	0.3	.	0	4	-2.5	0.4	-2	-2	.
CC(=O)Nc1ccc(NC(=O)COC(=O)c2cc([N+](=O)[O-])ccc2N2CCOCC2)cc1	0.9	-0.2	0	14	-1.8	0.5	-1	0	1.3
Cc1c(Cl)cccc1NC(=O)NCCCN1CCCC1=O	0.1	-1.2	0	11	-1.6	0.7	-2	-5	-0.9
CCN(CC(=O)Nc1c(F)cccc1F)C(=O)c1cc(S(=O)(=O)N(C)C)ccc1N1CCCC1	-3.3	-3.1	2	-2	1.0	-3.6	0	12	0.1
c1ccc(-c2nnc(N3CCCC3)nc2-c2ccccc2)cc1	-0.6	.	4	5	?	2.5	12	8	-0.8
Cc1ccc(NC(=O)CCN2CC(C)OC(C)C2)cc1C (stereo unspecified)	-0.7	-0.1	2	-4	-2.4	1.2	9	-8	-1.0
Further records follow.
SMILES	BioA inh	UGM FP inh	FBA Mtb inh	GDH-TPI inh	FadD28 binding	BoNT-A LC inh2	Anthrax LF prot	BoNT F protease	PfHsp40 yeast
Cc1cccc(N2CCN(C(=O)CCN3C(=O)C4C5C=CC(C5)C4C3=O)CC2C)c1 (stereo unspecified)	.	-0.7	0	-1	0.0	-0.2	-1	-4	-0.1
CCOc1ccc(S(=O)(=O)N2CCC(C(=O)NCc3ccccc3CN3CCCC3)CC2)cc1	5.7	-2.8	-2	6	-2.2	0.1	2	4	0.1
NNCc1cccc(O)c1	-0.1	1.6	-2	10	-3.0	0.2	-4	-10	0.1
COc1ccccc1N1CCN(C(=O)C2CCN(C(=O)c3ccccc3Cl)CC2)CC1	-0.8	3.4	3	-1	-4.6	2.4	-1	-1	-0.9
O=S1(=O)c2ccccc2OC(COCc2ccccc2)CN1Cc1ccccc1 (stereo unspecified)	0.7	.	0	7	-0.6	-0.1	3	-4	2.2
COc1ccc(S(=O)(=O)N2CCOCC2)cc1C(C)C	-0.2	3.3	-1	-3	-1.1	0.0	-5	1	0.1
Cc1ccc(-c2c3c(nc4sc(C(N)=O)c(N)c24)CCC3)cc1	.	-3.6	-1	9	-0.6	0.4	0	1	-1.2
O=C(O)CCCCCNC(=O)C(=O)C1C(=O)Nc2ccccc21 (stereo unspecified)	-2.4	0.4	1	4	-3.4	-1.0	4	-8	-0.1
Cc1cc(OCC(=O)Nc2ccc(Br)cc2)cc2c1C(=O)CC(C)(C)O2	-2.2	1.5	1	-4	-2.4	-2.1	-6	-30	.
Nc1ccn([C@@H]2O[C@H](CNCc3ccc(N4CCNCC4)cc3)[C@@H](O)[C@H]2O)c(=O)n1	-1.0	.	2	-3	-1.6	-0.3	-2	-2	.
c1ccc(-n2cccc2)c(N2CCCCC2)c1	-2.6	2.5	-1	-12	-5.3	0.2	2	?	-0.2
NC(=O)COC(=O)CC12CC3CC(CC(C3)C1)C2	.	0.1	1	15	0.0	0.2	-2	-1	-1.0
COc1ccc([N+](=O)[O-])cc1NC(=O)C(C)Sc1nc(C)c(C)c(C)n1 (stereo unspecified)	.	-0.8	27	9	-1.1	0.2	-1	1	0.6
CCOC(=O)Cc1csc(NC(=O)COc2ccc(C)c(C)c2)n1	.	-0.3	1	-11	.	-0.5	-8	-6	1.6
Cc1cc2ccccc2c(=O)n1CC(=O)NCC(=O)N1CCN(c2cccc(Cl)c2)CC1	-0.6	-1.7	2	-8	-3.5	?	-3	-1	1.2
Cc1ccc(OCCN(C)C(=O)C2CCC(=O)N(CCCN3CCCC3=O)C2)cc1 (stereo unspecified)	0.6	-1.2	2	19	0.2	0.5	1	-4	0.3
CC(=O)n1c(=O)c2ccccc2c(=O)n1-c1ccccc1	-1.8	-1.3	-2	1	0.1	-2.8	-5	-6	-1.2
COc1ccc(C(C(=O)NC2CCCCC2)N(C(=O)c2sc(C)nc2C)c2ccccc2C)cc1 (stereo unspecified)	-0.7	0.9	-2	4	-3.3	-0.6	-4	-10	0.5
C=CCn1c(=O)c2c(nc3n2CC(C)CN3Cc2ccccc2)n(C)c1=O (stereo unspecified)	12	-1.0	6	2	-0.2	-1.1	-2	-3	0.6

Part of the list above in order of number of heavy atoms, highest first.
SMILES	BioA inh	UGM FP inh	FBA Mtb inh	GDH-TPI inh	FadD28 binding	BoNT-A LC inh2	Anthrax LF prot	BoNT F protease	PfHsp40 yeast
COc1ccc(C(C(=O)NC2CCCCC2)N(C(=O)c2sc(C)nc2C)c2ccccc2C)cc1 (stereo unspecified)	-0.7	0.9	-2	4	-3.3	-0.6	-4	-10	0.5
Cc1ccc(OCCN(C)C(=O)C2CCC(=O)N(CCCN3CCCC3=O)C2)cc1 (stereo unspecified)	0.6	-1.2	2	19	0.2	0.5	1	-4	0.3
CCOC(=O)Cc1csc(NC(=O)COc2ccc(C)c(C)c2)n1	.	-0.3	1	-11	.	-0.5	-8	-6	1.6
NC(=O)COC(=O)CC12CC3CC(CC(C3)C1)C2	.	0.1	1	15	0.0	0.2	-2	-1	-1.0
c1ccc(-n2cccc2)c(N2CCCCC2)c1	-2.6	2.5	-1	-12	-5.3	0.2	2	?	-0.2

Screens deposited in PubChem BioAssay by several laboratories.
